Screening data from PubChem.
PMI inhibitors: MPI enzyme activity inhibition – biochemical, fluorescence intensity, coupled assay, primary screen (AID 1209). purified PMI enzyme, coupled fluorescence intensity; higher % means a stronger effect. one-dose inhibition, % at 20 µM; IC50 in µM for titrated hits. 0.42% of 190,000 active;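 further: plate controls were DMSO vehicle for no effect and wells lacking substrate for full effect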
LYP phosphatase: PTPN22 lymphoid phosphatase activity blockers – biochemical, fluorescence intensity, uHTS (AID 1779). recombinant LYP phosphatase, fluorescence intensity; higher % means a stronger effect. inhibition, % at 11.5 µM, or IC50 in µM where a hit was titrated. 0.054% of 290,000 active;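 further: plate controls were vehicle with enzyme for no effect and no enzyme for full effect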
KOR beta-arrestin-1: kappa opioid receptor blockers – cell-based, luminescence, uHTS (AID 1778); KOR beta-arrestin recruitment, luminescence, antagonist mode; higher % means a stronger effect; inhibition, % at 10 µM, or IC50 in µM where a hit was titrated; 0.091% of 290,000 active; further: strong numbers were not always called active
TNAP activation fold: human TNAP enzyme activators, primary screen, biochemical, luminescent, no phosphate acceptor, uHTS (AID 1001); purified TNAP, luminescent activation assay, no phosphate acceptor; higher activation fold means a stronger effect; one-dose activation fold at 20 µM; EC50 in µM for titrated hits; 0.03% of 200,000 active; in the data active means activation fold from about 3, or a potency from the dose series; inactive means the rest, 99 in 100 with activation fold below about 1.6; further: many of its hits are not listed in these tables
NOD2 inhibition: NOD2 signaling inhibitors, cell-based, luminescence, uHTS, HEK293 (AID 1566). 0.63% of 290,000 active. HEK293 NOD2/NF-kB luciferase reporter, luminescence; higher % means a stronger effect. one-dose inhibition, % at 4 µM; EC50 in µM for titrated hits; further: many of its hits are not listed in these tables
NOD1 NF-kB reporter: inhibition of NOD1-driven NF-kB reporter – cell-based, luminescence, uHTS, primary screen (AID 1578) | 1% of 290,000 active | NOD1-driven NF-kB luciferase reporter cells, luminescence; higher % means a stronger effect | inhibition, % at 4 µM; hits with a dose series show EC50 in µM; in the data active means inhibition mostly above about 36%, no sharp cut-off; inactive means mostly below about 34%;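 further: HEK-293T reporter cells stimulated with the NOD1 agonist gamma-tri-DAP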
XIAP displacement: XIAP antagonists, biochemical, IAP family, fluorescence polarization (AID 1018) | XIAP BIR domain, fluorescence polarization peptide displacement; higher % means a stronger effect | displacement, % at 20 µM; hits with a dose series show IC50 in µM | 0.007% of 200,000 active; in the data active means displacement above about 50%; further: a part of the inactive calls stands beside numbers as strong as those of hits
human PMI inhibitors: MPI inhibition at elevated mannose 6-phosphate – biochemical, fluorescence intensity, high mannose 6-phosphate, primary screen (AID 1220); 0.66% of 190,000 active; one-dose inhibition, % at 20 µM; IC50 in µM for titrated hits; recombinant PMI enzyme, coupled fluorescence intensity; higher % means a stronger effect
KOR beta-arrestin-2: kappa opioid receptor activators – cell-based, luminescence, uHTS, primary screen (AID 1777) | activation, % at 10 µM; hits with a dose series show EC50 in µM | 0.02% of 280,000 active | KOR beta-arrestin recruitment, luminescence; higher % means a stronger effect; in the data active means activation above about 50%, passing the limit was not always enough; further: a part of the inactive calls stands beside numbers as strong as those of hits
* hit, by the source's call; nt = no result given; [ ] = another dose, or the depositor's remark. Unless noted, no stated cut-off is given here; in the data, active means inhibition above about 50%; inactive means the rest. An excerpt; rates above refer to the full screens.

no.	PMI inhibitors	LYP phosphatase	KOR beta-arrestin-1	TNAP activation fold	NOD2 inhibition	NOD1 NF-kB reporter	XIAP displacement	human PMI inhibitors	KOR beta-arrestin-2	SMILES
1	nt	3%	8%	nt	0%	-13%	nt	nt	1.0%	Cc1c(C)c(C)c(CO/N=C/c2cccs2)c(C)c1C
2	0%	-4%	-12%	1.1	6%	-12%	1.1%	7%	2.7%	CCCC(c1nnnn1Cc1ccc(OC)cc1)N1CCC(C(N)=O)CC1 (configuration not stated)
3	-4%	-8%	-4%	1.1	2%	-16%	-12%	-8%	3.0%	CCOC(=O)C(=Nc1ccccc1)NO
4	10%	3%	18%	1	-3%	52%	-6.1%	-1%	-1.3%	COc1ccccc1NS(=O)(=O)c1ccc(C)c(NC(=O)c2ccc(S(=O)(=O)N3CCCCCC3)cc2)c1
5	nt	0%	3%	nt	13%	4%	nt	nt	-1.7%	O=C1C(NS(=O)(=O)c2cccs2)=C(N2CCN(Cc3ccccc3)CC2)C(=O)c2ccccc21
6	nt	-13%	-26%[20 µM]	nt	14%	-18%	nt	nt	-1.9%	O=[N+]([O-])c1ccc(Cl)cc1CN1CCCCCC1
7	8%	1%	7%	1	21%	-19%	-5.5%	-2%	4.4%	COc1ccc(CCn2c(-c3cccc([N+](=O)[O-])c3)nc3nc4ccccc4nc32)cc1OC
8	9%	-6%	-10%	1.1	14%	-24%	-2.7%	6%	-4.1%	CC(C)OCCCNC(=O)Cn1ncc2c(=O)oc3ccccc3c21
9	nt	-2%	-12%	nt	-99%	-15%	nt	nt	-0.3%	CCCc1ccc(C(=O)NNc2cccc(C)c2)cc1
10	-4%	1%	-20%	1.1	-7%	-7%	-0.4%	2%	1.8%	COc1ccc(N2CCN(C(CNC(=O)C(=O)NCc3ccc4c(c3)OCO4)c3ccco3)CC2)cc1 (configuration not stated)
11	-2%	-7%	-26%	1	-24%	-68%	-4.3%	12%	2.1%	Clc1ccc(CSc2cc3c(nn2)-c2ccccc2CC3)cc1
12	4%	-4%	21%	1	11%	16%	-4.4%	5%	4.3%	O=S(=O)(c1cccc2nsnc12)N1CCc2ccccc21
13	-14%	-3%	39%	1.1	-70%	-10%	-4.3%	-13%	6.9%	O=C(CCC(=O)N/N=C/c1ccccc1O)NCc1ccccc1
14	0%	-4%	-26%	1.1	-3%	-2%	2.7%	12%	-6.2%	CC(C)(C)c1nc(CN2CCCCC2)cc(CN2CCCCC2)c1O
15	0%	1%	-44%[20 µM]	2.1	23%	0%	-4.8%	1%	-11%	CCc1nnc(NS(=O)(=O)c2ccc(N/C=C(\C=O)c3nc4cc(Cl)ccc4o3)cc2)s1
16	-10%	1%	38%	1.1	-9%	12%	0.0%	10%	3.9%	CC1CCN(C(c2ccc(N(C)C)cc2)c2nnnn2Cc2ccc(F)cc2)CC1 (configuration not stated)
17	-22%	-6%	-106%	1.6	22%	-16%	-4.5%	-36%	2.6%	COc1cccc(/C=N/Nc2nc3ccccc3n3cnnc23)c1
18	-7%	1%	6%	1.1	9%	-25%	-4.0%	3%	4.5%	CCOc1cc(NC(=O)C2CC2)c(OCC)cc1NC(=O)CCn1nnc2ccccc21
19	1%	-6%	-4%	1.1	-20%	-41%	-2.4%	-7%	0.5%	COc1cccc(C(=O)OC2CCN(C)CC2)c1
20	-1%	4%	14%	1	-8%	-28%	-10%	-2%	3.3%	CCCC(=O)NC(=S)Nc1ccccc1OC
21	6%	-2%	39%	1.2	13%	-9%	1.0%	3%	-3.0%	CCCNS(=O)(=O)c1ccc(N2CCCC2=O)c([N+](=O)[O-])c1
22	8%	0%	-13%	1.1	6%	-14%	-3.7%	10%	0.8%	CN(C)S(=O)(=O)c1ccc(NC(=O)COC(=O)CC2CC3CCC2C3)cc1 (configuration not stated)
23	nt	-5%	-77%[20 µM]	nt	0%	-22%	nt	nt	-2.3%	S=c1[nH]nc(COc2ccc(Cl)cc2)n1-c1ccc(Cl)cc1
24	nt	-8%	11%	nt	16%	13%	nt	nt	-6.5%	CC1Sc2ccc(S(=O)(=O)CCC(=O)N(C)Cc3ccco3)cc2NC1=O (configuration not stated)
25	nt	-5%	-4%	nt	5%	11%	nt	nt	3.9%	Cc1cccc(NC(=O)C2CC(O)CN2C(=O)Oc2ccccc2)c1 (configuration not stated)
26	-3%	-5%	-17%	1.1	13%	13%	-7.1%	24%	2.1%	O=c1ccc(NS(=O)(=O)c2ccccc2)cn1Cc1ccc(Cl)c(Cl)c1
27	nt	-7%	-6%[20 µM]	nt	8%	-19%	nt	nt	-0.5%	CCOc1cc(C2C3=C(CC(C)(C)CC3=O)N(CCCOC)C3=C2C(=O)CC(C)(C)C3)ccc1O
28	nt	-2%	19%	nt	9%	-1%	nt	nt	0.2%	O=C(CCCc1c[nH]c2ccccc12)Nc1ccc(S(=O)(=O)Nc2ncccn2)cc1
29	nt	2%	-32%	nt	12%	-9%	nt	nt	-3.3%	CCOc1ccc(NC(=O)CN2C(=O)CSc3ccc(S(=O)(=O)N4CCOCC4)cc32)cc1
30	nt	-7%	-34%	nt	18%	25%	nt	nt	4.5%	CC(C)CNS(=O)(=O)c1cc2c3c(c1)CCC(=O)N3CCC2
31	2%	-7%	0%	1.1	9%	-21%	-4.4%	3%	-5.9%	O=C(CN1C(=O)CSc2ccc(S(=O)(=O)N3CCOCC3)cc21)NCCCN1CCc2ccccc2C1
32	nt	-8%	-4%	nt	-8%	-40%	nt	nt	14%	COCc1ccc(C(=O)N2CCCC(Nc3ccc(F)c(F)c3)C2)s1 (configuration not stated)
33	nt	-1%	3%	nt	6%	-2%	nt	nt	6.7%	COc1ccccc1NC(=O)/C(=C/c1cccs1)NC(=O)c1ccco1
34	-46%	-2%	-26%	1.1	-103%	-63%	-2.0%	-91%	-2.9%	COc1ccc(N2C(=S)NC3N2C(=S)NC3(C)c2ccccc2)cc1 (configuration not stated)
35	20%	3%	5%	1.2	8%	-18%	nt	23%	-1.7%	CCOCCCNC(=O)c1cn(CC(C)C)c(=O)c2cc(OC)c(OC)cc12
36	9%	-2%	7%	0.6	-6%	37%	-4.1%	8%	-5.7%	N=C(N)SCc1nc2ccccn2c1Br
37	5%	-11%	7%	1.1	2%	7%	-3.6%	-1%	6.0%	O=c1[nH]nc2n1CCCCC2
38	-2%	-4%	11%	1.1	20%	1%	-6.5%	-20%	-4.3%	COC(=O)C(C)N(C#N)c1nc(C)nc(C)n1 (configuration not stated)
39	nt	-13%	-1%	nt	16%	-15%	nt	nt	-1.7%	Cc1cc(C)nc(N2CCCC(C(=O)Nc3cccc(Cl)c3)C2)n1 (configuration not stated)
40	7%	-5%	-12%	1.1	-3%	-7%	-1.2%	-1%	3.5%	Cc1nc2ccc(NC(=O)N3CCOCC3)cc2s1
41	nt	-6%	-38%[20 µM]	nt	4%	-8%	nt	nt	-2.8%	O=C(COc1ccc2c(c1)oc(=O)c1ccccc12)N[C@@H](Cc1ccccc1)C(=O)O
42	nt	-14%	0%	nt	9%	-7%	nt	nt	-2.3%	CC(=O)N[C@@H](C)C(=O)N1CCC(n2nccc2NC(=O)CCCc2ccccc2)CC1
43	22%	-1%	10%	0.8	-26%	-12%	-4.0%	10%	-2.2%	O=[N+]([O-])c1ccc(O)c(NC(=S)Nc2ccccc2)c1
44	20%	0%	24%	1	11%	6%	-1.6%	18%	-2.5%	COc1ccc(OC)c2[nH]c(=O)c(CCNC(=O)CC(C)C)cc12
45	23%	3%	21%	1	-1%	-27%	0.5%	19%	-4.2%	COc1cc(-c2nnc(SCc3ccccc3Cl)o2)cc(OC)c1OC
46	9%	-9%	-19%	1.1	-3%	3%	-6.0%	8%	-6.7%	Cc1cc(NC(NC(=O)c2ccco2)(C(F)(F)F)C(F)(F)F)no1
47	6%	5%	10%	1.1	19%	-10%	0.3%	3%	-2.4%	Cc1nc(C)n(CC(O)COc2ccc3c(c2)CCC3)n1 (configuration not stated)
48	nt	-8%	5%	nt	11%	-22%	nt	nt	-3.8%	CCOc1ccc(-c2nc(CSCC(=O)NC3CC3)c(C)o2)cc1
49	-7%	0%	-9%	0.9	-33%	19%	-8.6%	-11%	-4.6%	Cc1cc(/C=C2/C(=N)N3C(c4ccccc4)=CSC3=NC2=O)c(C)n1-c1ccccc1

Entries 1 through 10, quoted:
no.	PMI inhibitors	LYP phosphatase	KOR beta-arrestin-1	TNAP activation fold	NOD2 inhibition	NOD1 NF-kB reporter	XIAP displacement	human PMI inhibitors	KOR beta-arrestin-2	SMILES
1	nt	3%	8%	nt	0%	-13%	nt	nt	1.0%	Cc1c(C)c(C)c(CO/N=C/c2cccs2)c(C)c1C
2	0%	-4%	-12%	1.1	6%	-12%	1.1%	7%	2.7%	CCCC(c1nnnn1Cc1ccc(OC)cc1)N1CCC(C(N)=O)CC1 (configuration not stated)
3	-4%	-8%	-4%	1.1	2%	-16%	-12%	-8%	3.0%	CCOC(=O)C(=Nc1ccccc1)NO
4	10%	3%	18%	1	-3%	52%	-6.1%	-1%	-1.3%	COc1ccccc1NS(=O)(=O)c1ccc(C)c(NC(=O)c2ccc(S(=O)(=O)N3CCCCCC3)cc2)c1
5	nt	0%	3%	nt	13%	4%	nt	nt	-1.7%	O=C1C(NS(=O)(=O)c2cccs2)=C(N2CCN(Cc3ccccc3)CC2)C(=O)c2ccccc21
6	nt	-13%	-26%[20 µM]	nt	14%	-18%	nt	nt	-1.9%	O=[N+]([O-])c1ccc(Cl)cc1CN1CCCCCC1
7	8%	1%	7%	1	21%	-19%	-5.5%	-2%	4.4%	COc1ccc(CCn2c(-c3cccc([N+](=O)[O-])c3)nc3nc4ccccc4nc32)cc1OC
8	9%	-6%	-10%	1.1	14%	-24%	-2.7%	6%	-4.1%	CC(C)OCCCNC(=O)Cn1ncc2c(=O)oc3ccccc3c21
9	nt	-2%	-12%	nt	-99%	-15%	nt	nt	-0.3%	CCCc1ccc(C(=O)NNc2cccc(C)c2)cc1
10	-4%	1%	-20%	1.1	-7%	-7%	-0.4%	2%	1.8%	COc1ccc(N2CCN(C(CNC(=O)C(=O)NCc3ccc4c(c3)OCO4)c3ccco3)CC2)cc1 (configuration not stated)
